# West Nile virus CPE: West Nile virus antiviral activity, cell-based, CPE readout (AID 1621); 0.02% of 290,000 active; West Nile virus-infected cells, CPE inhibition; higher % means a stronger effect; CPE inhibition, % at 10 µM; hits with a dose series show IC50 in µM; in the data active = a potency from the dose series; note: strong numbers were not always called active
# GPR55 LPI antagonism: GPR55 antagonists blocking LPI-driven arrestin recruitment, primary screen, imaging, U2OS, beta-arrestin-GFP, LPI agonist (AID 2013); G-protein coupled receptor 55 (Homo sapiens); U2OS GPR55 beta-arrestin-GFP translocation imaging, LPI antagonism; higher % means a stronger effect; inhibition, % at 10 µM; hits with a dose series show IC50 in µM; 0.13% of 290,000 active;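 active = spots per cell inhibited over 60%, with over 100 cells counted and total cytoplasm intensity under 500,000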;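 note: U2OS cells stably carrying GPR55 and arrestin-GFP stimulated by 5 µM LPI near EC80; imaged beta-arrestin-GFP aggregate spots per cell after agonist stimulation; plate controls were LPI-stimulated DMSO wells for no effect and DMSO wells without LPI for full effect; some results filed as inactive read as strong as hits; confirmed hits need IC50 under 10 µM and bright autofluorescent wells are also inconclusive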
# GPR55 beta-arrestin: GPR55 agonists via beta-arrestin recruitment, primary screen, imaging, U2OS cells, beta-arrestin-GFP redistribution (AID 1961); U2OS GPR55 beta-arrestin-GFP redistribution imaging; higher % means a stronger effect; one-dose activation, % at 10 µM; EC50 in µM for titrated hits; 0.048% of 290,000 active; G-protein coupled receptor 55 (Homo sapiens);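 active = activation above 40% with more than 50 cells counted in the well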;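 note: U2OS osteosarcoma cells stably expressing GPR55 and beta-arrestin-GFP; plate controls were DMSO negative control for no effect and LPI positive control for full effect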
# KOR beta-arrestin-1: KOR agonists, beta-arrestin recruitment, primary screen, cell-based, luminescence, uHTS (AID 1777). KOR beta-arrestin recruitment, luminescence; higher % means a stronger effect. one-dose activation, % at 10 µM; EC50 in µM for titrated hits. 0.02% of 280,000 active; in the data active = activation above about 50%, passing the limit was not always enough; note: a part of the inactive calls stands beside numbers as strong as those of hits
# Dengue-2 NS5 capping: Dengue-2 NS5 methyltransferase inhibitors, primary screen, biochemical, confirmation dose response (AID 588689); Dengue-2 NS5 methyltransferase capping enzyme assay, biochemical; higher % means a stronger effect; one-dose inhibition, % at 25 µM; IC50 in µM for titrated hits; 0.3% of 340,000 active; in the data active = a potency from the dose series
# HIV fusion peptide: inhibitors of HIV fusion peptide binding, primary screen, biochemical, uHTS, fluorescence dequenching (AID 1986) | cell-free peptide binding, fluorescence dequenching, 30 min; higher % means a stronger effect | inhibition, % at 20 µM; hits with a dose series show IC50 in µM | 0.3% of 290,000 active; in the data active = inhibition mostly above about 52%, no sharp cut-off; inactive = mostly below about 76%; note: some results filed as inactive read as strong as hits
# NOD1 NF-kB reporter: NOD1 signaling inhibitors, primary screen, cell-based, luminescence, uHTS (AID 1578); NOD1-driven NF-kB luciferase reporter cells, luminescence; higher % means a stronger effect; inhibition, % at 4 µM; hits with a dose series show EC50 in µM; 1% of 290,000 active; in the data active = inhibition mostly above about 36%, no sharp cut-off; inactive = mostly below about 34%;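 note: HEK-293T reporter cells stimulated with the NOD1 agonist gamma-tri-DAP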
# GPR35 arrestin U2OS: GPR35 antagonists blocking zaprinast-driven arrestin recruitment, primary screen, imaging, U2OS, beta-arrestin-GFP, zaprinast agonist (AID 2058); 0.052% of 290,000 active; inhibition, % at 10 µM; hits with a dose series show IC50 in µM; G-protein coupled receptor 35 (Homo sapiens); U2OS GPR35 beta-arrestin-GFP translocation imaging, zaprinast antagonism; higher % means a stronger effect;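 active = inhibition of at least 50% with at least 30 cells and total cytoplasm GFP at most 10,000,000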
# KOR beta-arrestin-2: KOR antagonists, beta-arrestin recruitment, cell-based, luminescence, uHTS (AID 1778) | Kappa-type opioid receptor (Homo sapiens) | KOR beta-arrestin recruitment, luminescence, antagonist mode; higher % means a stronger effect | inhibition, % at 10 µM; hits with a dose series show IC50 in µM | 0.091% of 290,000 active; in the data active = inhibition above about 50%; note: strong numbers were not always called active
# Dengue-2 NS5 capping pilot replicate: also measured in Dengue-2 NS5 capping; calls as there; inhibition, %; measured here: pilot screen replicate inhibition
# * marks the source's active call; other numbers are inactive results; / = not tested or not shown; [ ] = another dose, or the depositor's remark. Some of the compounds tested; the hit share may differ from the screen's.
SMILES,West Nile virus CPE,GPR55 LPI antagonism,GPR55 beta-arrestin,KOR beta-arrestin-1,Dengue-2 NS5 capping,HIV fusion peptide,NOD1 NF-kB reporter,GPR35 arrestin U2OS,KOR beta-arrestin-2,others
CN(c1ccc(C(=O)N2CCOCC2)cc1)S(=O)(=O)c1ccc(Cl)cc1,-0.9%,22%,-0.1%,-1.4%,-12%,-1.0%,-34%,7%,9%,
CCC(C)N(C)Cc1cccc(C2(O)CCN(S(=O)(=O)c3ccc(F)c(C)c3)CC2)c1 (stereo unspecified),-0.9%,2%,0.5%,1.2%,-4%,0.2%,-18%,16%,44%,
COc1ccc(Cl)cc1C(=O)NNC(=O)CSc1nnnn1C,0.3%,3%,0.2%,-4.1%,-7%,-2.0%,-28%,-10%,-7%,
Cc1cc2nnc(SCC(=O)Nc3cccc(S(=O)(=O)N4CCOCC4)c3)n2c2ccccc12,0.7%,-2%,-0.2%,-0.7%,-4%,0.4%,-1%,5%,-10%,
O=C(COC(=O)c1ncc(Cl)c(Cl)c1Cl)Nc1ccccc1OC(F)F,0.3%,6%,-0.2%,2.8%,/,2.1%,-29%,-2%,-9%,
S=C(Nc1ccccc1Cl)N1CCN(Cc2ccccc2)CC1,-1.6%,7%,-0.1%,-1.0%,1%,2.8%,-18%,-2%,29%,
CCOC(CNC(=O)c1ccc2c(c1)ncn2-c1ccccc1OC)OCC,-1.3%,11%,0.5%,-0.3%,-6%,1.0%,-14%,2%,7%,
CC1CCCCN1c1nnc(NC(=O)c2cc(-c3ccc(Br)cc3)on2)s1 (stereo unspecified),0.0%,7%,-0.3%,0.0%,5%,9.6%,41%,-2%,23%,
O=C(Nc1ccccc1C(=O)O)c1ncn[nH]1,0.1%,5%,-0.2%,6.0%,7%,2.5%,7%,20%,-23%,
CCOC(=O)C1(CC2CCCCO2)CCN(S(=O)(=O)c2ccc(OC)cc2)CC1 (stereo unspecified),-1.3%,-9%,0.1%,-2.3%,3%,-0.3%,-13%,14%,18%,
CN1CCC(=NNC(=O)COc2ccc(Cl)cc2)CC1,-0.5%,8%,-0.4%,-2.7%,/,-1.2%,-34%,-11%,-8%,
Cc1cccc(-c2nc3ccccc3c(=O)n2NC(=O)c2cccs2)c1,0.5%,13%,-0.3%,-5.3%,-6%,1.0%,-13%,13%,4%,
COc1cccc(NC(=O)COC(=O)Cc2ccc(Cl)cc2)c1,0.1%,-3%,-0.3%,1.4%,-10%,-1.3%,-30%,-24%,-21%,
CCOc1cc2[nH]c(=O)n(CCC(=O)NCCc3ccc(OC)c(OC)c3)c(=O)c2cc1OCC,0.3%,11%,-0.5%,-6.1%,-6%,-1.4%,10%,-2%,10%,
CC1(C)CC(NC(=O)COc2ccc(Br)cc2Cl)CC(C)(C)N1,1.8%,-2%,-0.2%,-0.5%,-3%,0.3%,0%,-4%,-12%,

# Arranged by formula weight (low to high): some entries from above.
SMILES,West Nile virus CPE,GPR55 LPI antagonism,GPR55 beta-arrestin,KOR beta-arrestin-1,Dengue-2 NS5 capping,HIV fusion peptide,NOD1 NF-kB reporter,GPR35 arrestin U2OS,KOR beta-arrestin-2,others
CN1CCC(=NNC(=O)COc2ccc(Cl)cc2)CC1,-0.5%,8%,-0.4%,-2.7%,/,-1.2%,-34%,-11%,-8%,
COc1ccc(Cl)cc1C(=O)NNC(=O)CSc1nnnn1C,0.3%,3%,0.2%,-4.1%,-7%,-2.0%,-28%,-10%,-7%,
CCOC(CNC(=O)c1ccc2c(c1)ncn2-c1ccccc1OC)OCC,-1.3%,11%,0.5%,-0.3%,-6%,1.0%,-14%,2%,7%,
CCOC(=O)C1(CC2CCCCO2)CCN(S(=O)(=O)c2ccc(OC)cc2)CC1 (stereo unspecified),-1.3%,-9%,0.1%,-2.3%,3%,-0.3%,-13%,14%,18%,
Cc1cc2nnc(SCC(=O)Nc3cccc(S(=O)(=O)N4CCOCC4)c3)n2c2ccccc12,0.7%,-2%,-0.2%,-0.7%,-4%,0.4%,-1%,5%,-10%,

# Pulled by structure from above (2):
SMILES,West Nile virus CPE,GPR55 LPI antagonism,GPR55 beta-arrestin,KOR beta-arrestin-1,Dengue-2 NS5 capping,HIV fusion peptide,NOD1 NF-kB reporter,GPR35 arrestin U2OS,KOR beta-arrestin-2,others
CN(c1ccc(C(=O)N2CCOCC2)cc1)S(=O)(=O)c1ccc(Cl)cc1,-0.9%,22%,-0.1%,-1.4%,-12%,-1.0%,-34%,7%,9%,
CN1CCC(=NNC(=O)COc2ccc(Cl)cc2)CC1,-0.5%,8%,-0.4%,-2.7%,/,-1.2%,-34%,-11%,-8%,

# Further entries follow:
SMILES,West Nile virus CPE,GPR55 LPI antagonism,GPR55 beta-arrestin,KOR beta-arrestin-1,Dengue-2 NS5 capping,HIV fusion peptide,NOD1 NF-kB reporter,GPR35 arrestin U2OS,KOR beta-arrestin-2,others
O=[N+]([O-])c1ccccc1/C=N\N1CCN(Cc2ccccc2Cl)CC1,-1.6%,8%,0.2%,-4.5%,-7%,2.6%,-59%,12%,-58%[20 µM],
CNC(=S)NNc1nc(N2CCOCC2)nc(N2CCOCC2)n1,0.2%,10%,-0.1%,/,-2%,-1.4%,-47%,4%,-5%[20 µM],
O=C(Nc1ccccc1)Nc1sccc1-c1nc2ccccc2s1,-0.1%,8%,-0.2%,0.7%,/,12%,-7%,-8%,3%,
Cc1ccc(-c2noc(CCC(=O)NCc3ccco3)n2)cc1,-0.6%,-14%,0.0%,5.3%,7%,5.1%,-1%,2%,0%,
C=CCn1c(-c2ccc(OC)c(OC)c2)n[nH]c1=S,0.2%,-10%,-0.3%,-4.1%,-9%,-0.1%,-28%,-3%,3%,
CCOCCCNC(=O)C(NC(=O)c1ccc2c(c1)OCO2)c1ccc(OC)cc1 (stereo unspecified),-0.2%,14%,0.3%,0.5%,-6%,42%,-35%,4%,-27%,
O=c1c(/C=N/O)coc2ccc3ccccc3c12,0.0%,0%,-0.1%,-4.4%,4%,1.3%,-19%,-8%,-30%,
O=C(Nc1cnn(Cc2ccccc2)c1)NC12CC3CC(CC(C3)C1)C2,-0.4%,3%,-0.2%,2.6%,-6%,0.6%,-25%,-2%,7%,
COc1ccccc1NC(=O)C(C)OC(=O)CCC1CCCCC1 (stereo unspecified),0.0%,9%,0.2%,-2.5%,-6%,1.9%,-20%,12%,20%,
COc1ccc(NC(=O)c2ccco2)cc1NC(=O)c1cc2ccccc2o1,0.0%,12%,-0.2%,40%,-5%,2.8%,-21%,-4%,2%,
O=C(O)c1cc(-c2ccc(-c3c(-c4ccc5c(c4)OCO5)noc3-c3ccsc3)cc2)nc2ccccc12,2.4%,7%,-0.1%,-3.5%,4%,52µM*,26%,0%,-14%[20 µM],
Cn1c(CNc2ccc(Cl)cc2)nc2ccccc21,0.0%,-12%,-0.1%,-0.3%,0%,-2.0%,-35%,9%,26%,
Cc1ccc2[nH]c(C(=O)N3CCCCC3)cc2c1,0.3%,-12%,-0.3%,/,3%,0.7%,-29%,-9%,-35%[20 µM],
COc1ccccc1N1CCN(C2CCCN(C(=O)c3ccnc4ccc(C)cc34)C2)CC1 (stereo unspecified),-1.0%,-2%,0.2%,3.1%,-13%,-0.5%,-19%,-9%,-16%,
CCOc1cccc(CN2CCCC(CCC(=O)NCc3ccccc3F)C2)c1O (stereo unspecified),-0.9%,13%,0.1%,-1.3%,-9%,0.9%,-16%,14%,-14%,
Cc1cccc(NC(=O)CN2C(=O)CCS(=O)(=O)c3ccccc32)c1C,-0.6%,13%,0.1%,-3.8%,-3%,0.0%,-7%,10%,-19%,
COc1ccc(C)cc1NC(=O)c1cc(S(=O)(=O)N2CCOCC2)cn1C,-0.2%,18%,0.0%,-7.9%,6%,-2.0%,-3%,-12%,9%[20 µM],
Cc1cc(=O)oc2ccc(OCC(=O)O)cc12,0.7%,16%,0.2%,-2.5%,-3%,1.1%,26%,17%,18%,
O=C(OC(c1ccc(NS(=O)(=O)c2ccccc2)cc1)(C(F)(F)F)C(F)(F)F)c1ccccc1,-0.8%,19%,-0.4%,0.4%,3%,-1.3%,-38%,10%,-4%,
C/C(=N\NC(=O)c1cccc(S(=O)(=O)N2CCOCC2)c1)c1ccc(C#N)cc1,-0.3%,7%,-0.2%,12%,-3%,1.0%,-20%,0%,-21%,
Cc1cc(=O)oc2cc(Oc3ccc([N+](=O)[O-])cc3[N+](=O)[O-])ccc12,-2.2%,3%,-0.2%,-0.4%,6%,-1.9%,6%,-11%,-6%,
Cc1nn(-c2ccccc2)c(C)c1C(=O)NCCc1ccccc1,-0.5%,6%,-0.1%,4.0%,-1%,-0.9%,-48%,-15%,23%,
COc1ccccc1N1CCN(C2CCCN(C(=O)c3ccoc3C)C2)CC1 (stereo unspecified),-0.1%,8%,-0.1%,2.1%,-1%,1.9%,-30%,-2%,28%,
Cc1nc(NC(=O)c2cncc(Br)c2)ccc1Br,0.0%,-19%,-0.2%,-3.0%,-1%,0.4%,-41%,-4%,-2%[20 µM],Dengue-2 NS5 capping pilot replicate=-8.5
CCOc1c(Cl)cc(CNC(C)(C)CC(C)(C)C)cc1OC,-1.3%,8%,-0.2%,1.0%,-4%,-1.7%,-21%,-5%,11%,
CC(C)NC(=O)CN(C(=O)CCC(=O)Nc1nccs1)c1ccc(C(C)C)cc1,-0.9%,-11%,-0.2%,-2.3%,-2%,1.3%,6%,-1%,12%,
Cc1ccc(CNc2cc(C(=O)O)ccc2Cl)s1,0.8%,5%,0.5%,-2.7%,3%,3.8%,-35%,21%,0%,
O=C(NNC(=O)C1C2CCCCC21)c1coc(=O)c(Br)c1 (stereo unspecified),0.1%,-6%,-0.2%,0.1%,-30%,18%,4%,-15%,23%,
CC(C)C(c1nnnn1Cc1cccs1)N1CCN(c2ccccc2)CC1 (stereo unspecified),-0.6%,-1%,-0.2%,-0.8%,2%,0.2%,-3%,9%,8%,
Fc1ccc(-c2cn3cc(C(F)(F)F)cc(Cl)c3n2)cc1,-1.1%,18%,0.2%,3.6%,-6%,-1.0%,-49%,4%,-46%,
COc1ccc(CSc2nnnn2-c2ccc(C(=O)O)cc2)cc1,0.5%,-6%,0.4%,-5.0%,-3%,1.1%,-1%,2%,18%,
Cc1cccc(Cn2c(N(C)CCO)nc3c2c(=O)[nH]c(=O)n3C)c1,0.4%,0%,0.2%,-2.8%,-6%,-1.6%,-8%,8%,-16%,
CN(C)/C=C/C(=O)c1cccc(Oc2ncccn2)c1,1.8%,-5%,-0.1%,-1.2%,-9%,0.2%,-35%,-3%,3%[20 µM],
NS(=O)(=O)c1ccc2nc(NC(=O)c3ccc4c(c3)OCCO4)sc2c1,0.7%,20%,0.0%,-0.5%,-4%,-1.3%,-24%,-6%,4%,
CCOC(=O)c1cnc(-n2nc(C)cc2C)nc1Nc1ccc(OC)cc1,-1.3%,5%,0.4%,-0.9%,-6%,-0.3%,-15%,15%,-6%,Dengue-2 NS5 capping pilot replicate=-2.7
